IEC-6 tox: cytotoxicity in IEC-6 intestinal epithelial cells, primary screen, cytotoxicity control for KLF5 inhibitor project, cell-based, luminescence; IEC-6 cytotoxicity, luminescence viability; inhibition, % at 5 µM; 290,000 compounds, 0.78% hits; AID 1825, 2009; in the data active = inhibition above about 22%;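 note: 0% = plate median of test compound wells and 100% = cytotoxic reference compound wells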
SKKanGAS inh: S. pyogenes SKKanGAS growth inhibitors in kanamycin, primary screen, streptokinase expression inhibitor project, SKKanGAS strain, BacTiter-Glo luminescence | 6 h | AID 1662, 2009 | inhibition, % at 7.5 µM | 300,000 compounds, 1.3% hits;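 active = mean replicate score, as percent of positive control median, at least 50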;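 note: strain carries kanamycin resistance gene driven by streptokinase promoter and grows in 40 µg/ml kanamycin; loss of luminescence reflects streptokinase promoter inhibition or plain growth inhibition; 0% = median of DMSO wells and 100% = positive control at its reference dose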
aSyn UTR inh: MLPCN primary screen, SNCA 5' untranslated region. alpha-synuclein 5'UTR reporter, inhibitor activity. inhibition, % (tested at 7.5 µM). 300,000 compounds, 0.82% hits; in the data active = inhibition above about 60%;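 note: H4 neuroglioblastoma cells stably carrying SNCA 5'UTR luciferase fusion; 0% = DMSO wells and 100% = positive control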
TRPC6 inh: mouse TRPC6 channel inhibitors, primary screen, cell-based, HEK293, membrane potential dye. ACh-evoked depolarization; active compounds read low. B-score at 10 µM. 310,000 compounds, 1.1% hits. Short transient receptor potential channel 6 (Mus musculus), Q61143. AID 2553, 2010;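 active = B-score under library mean minus 3 SD, initial fluorescence not abnormally high, positive integrated signal ratio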;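 note: B-score derived from integrated fluorescence ratio over the kinetic read; more negative B-score means stronger inhibition of depolarization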
TRPC6 activator: mouse TRPC6 channel activators, primary screen, cell-based, HEK293, membrane potential dye. AID 2550, 2010. 310,000 compounds, 0.13% hits. Short transient receptor potential channel 6 (Mus musculus), Q61143. B-score at 10 µM. HEK293-TRPC6 membrane potential dye fluorescence; active compounds read high;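 active = B-score of the integrated fluorescence ratio above library mean plus 3 SD, and starting fluorescence ratio within library mean plus 5 SD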;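 note: higher score means more depolarization so channel activation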
TRPC4 act: activators of mouse TRPC4 channel, primary screen, Fluo4 calcium, HEK293 TRPC4beta/mu-opioid cells; Short transient receptor potential channel 4 (Mus musculus), Q9QUQ5; Fluo4 calcium fluorescence; active compounds read high; B-score at 10 µM; 310,000 compounds, 0.49% hits; AID 2237, 2010;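 active = B-score above 5 SD of library B-scores, and initial fluorescence ratio not above library mean plus 5 SD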;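 note: positive B-score marks a calcium rise read as TRPC4 activation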
Target sequence (Q9QUQ5 whole entry, looked up): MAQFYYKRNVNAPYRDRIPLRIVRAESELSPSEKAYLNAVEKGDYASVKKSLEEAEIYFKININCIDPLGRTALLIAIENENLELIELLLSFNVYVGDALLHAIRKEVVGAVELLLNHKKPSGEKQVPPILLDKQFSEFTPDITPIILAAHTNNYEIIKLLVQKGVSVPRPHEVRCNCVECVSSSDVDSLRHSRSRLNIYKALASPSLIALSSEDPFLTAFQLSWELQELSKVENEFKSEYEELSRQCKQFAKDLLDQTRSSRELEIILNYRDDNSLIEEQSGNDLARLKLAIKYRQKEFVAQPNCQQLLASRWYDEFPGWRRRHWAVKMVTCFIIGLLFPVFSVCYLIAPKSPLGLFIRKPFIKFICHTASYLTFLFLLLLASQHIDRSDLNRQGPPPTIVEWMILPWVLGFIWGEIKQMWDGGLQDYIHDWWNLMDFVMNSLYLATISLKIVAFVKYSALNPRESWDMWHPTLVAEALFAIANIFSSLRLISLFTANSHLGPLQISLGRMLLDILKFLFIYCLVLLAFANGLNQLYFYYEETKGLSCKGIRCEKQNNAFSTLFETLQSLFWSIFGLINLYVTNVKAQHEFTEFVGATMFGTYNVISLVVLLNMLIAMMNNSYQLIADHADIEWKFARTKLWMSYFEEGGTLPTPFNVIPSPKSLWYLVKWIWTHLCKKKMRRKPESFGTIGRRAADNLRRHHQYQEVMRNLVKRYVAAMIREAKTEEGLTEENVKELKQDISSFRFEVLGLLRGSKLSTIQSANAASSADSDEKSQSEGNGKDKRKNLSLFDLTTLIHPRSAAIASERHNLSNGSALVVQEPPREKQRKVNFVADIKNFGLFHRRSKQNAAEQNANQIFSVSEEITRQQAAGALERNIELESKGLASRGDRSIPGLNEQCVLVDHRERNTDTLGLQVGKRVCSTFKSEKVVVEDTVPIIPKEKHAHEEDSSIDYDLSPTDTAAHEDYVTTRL
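Material: TRPC4beta and mu-opioid receptor HEK293 stable cells | Incubation: 45 min room-temperature Fluo4 loading, 110 s read | Detection: Kinetic Fluo4 calcium fluorescence | Measure: Integrated baseline-normalised fluorescence ratio, converted to per-well B score | Benchmarks: Low control buffer alone, high control maximal DAMGO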
TRPC4 block: inhibitors of mouse TRPC4 channel, primary screen, Fluo4 calcium, HEK293 TRPC4beta/mu-opioid cells. Short transient receptor potential channel 4 (Mus musculus), Q9QUQ5. B-score at 10 µM. DAMGO-evoked Fluo4 calcium flux; active compounds read low. 300,000 compounds, 0.39% hits;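 active = B-score over 3 SD under the library average, no early fluorescence shift, positive overall ratio signal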
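Material: HEK293 cells with stable TRPC4beta plus mu-opioid receptor expression / Probe or stimulus: DAMGO in two steps, submaximal then maximal / Compound: single concentration per test compound / Technique: kinetic Fluo4 fluorescence imaging of calcium influx / Read-out: per-well B score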
MrgX1 antag: antagonists of human MrgX1 receptor, primary screen, HEK293 cells, Fluo-4 calcium flux; Mas-related G-protein coupled receptor member X1 (Homo sapiens), Q96LB2; BAM8-22 antagonism; active compounds read low; B-score at 10 µM; 310,000 compounds, 1.3% hits; AID 588676, 2011;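 active = calcium-response B-score plate-corrected more than 3 library SD below zero, starting fluorescence within 5 deviations, no agonist response on first addition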;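 note: peak minus trough fluorescence over baseline after final BAM8-22 challenge near maximal dose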
HIF activator: HIF pathway transcriptional activators, primary screen, cell-based, U2OS HRE-luciferase, luminescence; U2OS HRE-luciferase reporter; normalized: DMSO 0%, desferrioxamine 100%; activation, % at 7.5 µM (by protocol); 300,000 compounds, 0.32% hits;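 active = mean activation of at least 10% of the iron chelator positive control signal, with at least half of replicates also reaching 10%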
KLF5 inh: KLF5 expression inhibitors, primary screen, DLD-1 cells, luminescence | DLD-1 KLF5 promoter-luciferase reporter | inhibition, % at 5 µM | 290,000 compounds, 0.23% hits | AID 1700, 2009;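 active = inhibition above a per-plate limit of that plate's mean compound inhibition plus 3 SD, cut at about 60% in these data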;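 note: 0% = DMSO wells and 100% = LY294002 at 200 µM; higher means less KLF5 promoter-driven luciferase light; inactives centre near -14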
TRPC4 potent: positive allosteric modulators of TRPC4, primary screen, cell-based, mouse TRPC4beta, HEK293 mu-opioid, Fluo-4 calcium; 310,000 compounds, 0.42% hits; DAMGO EC20, Fluo-4 Ca2+ flux; active compounds read high; AID 2227, 2009; B-score at 10 µM;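 active = B-score of calcium response area above 5 SD of library B-scores, with initial fluorescence ratio within 5 SD of library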;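 note: B-score of integrated fluorescence ratio over time as area under calcium response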
Starred values were filed as active, the others as inactive; i = inactive; nt = not tested or not shown.

SMILES	IEC-6 tox	SKKanGAS inh	aSyn UTR inh	TRPC6 inh	TRPC6 activator	TRPC4 act	TRPC4 block	MrgX1 antag	HIF activator	KLF5 inh	TRPC4 potent
CCOc1ccc(-c2cn(-c3cccc(SC)c3)c(=O)[nH]2)cc1	-2	8	-72	i	i	i	i	i	2.0	-5	i
Cn1nnnc1Sc1c(Cl)cccc1[N+](=O)[O-]	0	6	-35	i	i	i	i	-5.6*	-0.2	-18	i
CCSc1nnc(-c2cccc(S(=O)(=O)N(C)C)c2)n1-c1cc(OC)ccc1OC	-9	15	15	i	i	i	i	i	-0.4	-6	i
COCCCNc1nc2nonc2nc1N(C)CC1CCCN1C (stereo unspecified)	3	-8	9	i	i	i	i	i	-0.2	5	i
COc1ccc(CCNC(=O)CCCn2c(=O)c3cccn3c3cccnc32)c(OC)c1	1	-2	14	i	i	i	i	i	-0.3	4	i
COc1cc(CN2CCCC(C)C2)cc([N+](=O)[O-])c1O (stereo unspecified)	-3	4	-10	i	i	i	i	i	-0.8	17	i
CC1CCN(c2nc(N(C)c3ccccc3)nc(N)c2[N+](=O)[O-])CC1	-7	-9	-17	i	i	i	i	i	0.1	-13	i
O=C(c1nc2ncccn2n1)N1CCN(c2ccccc2)CC1	-3	-17	5	i	i	i	i	i	0.0	-32	i
COc1cc2c(cc1OC)CN(CC(=O)Nc1ccc(C)c(C)c1)CC2	2	-6	13	i	i	i	i	i	-0.9	-23	i
CCCC(C(=O)NC(C)(C)CC)N(CC1CCCO1)C(=O)CNS(=O)(=O)c1ccc(F)cc1 (stereo unspecified)	-7	19	0	i	i	i	i	i	0.1	-14	i
O=C(Nc1cccc(OCC(=O)N2CCOCC2)c1)c1ccc(C(F)(F)F)cc1	6	-2	-2	i	i	i	i	i	0.5	-21	i
Cc1noc(C)c1C(=O)OCC(=O)N1CCN(S(=O)(=O)c2ccc3ccccc3c2)CC1	1	-13	8	i	i	i	i	i	0.0	-19	i
C#CCOCCOCCOCCNc1nc(N2CCN(C(=O)[C@H](CCC(=O)O)n3cc(C(N)CO)nn3)CC2)nc(N2CCN(C(=O)[C@H](CCC(=O)O)n3cc(C(N)[C@H](C)CC)nn3)CC2)n1 (stereo partly specified)	-4	-2	19	i	i	i	i	i	-0.1	-10	i
Cc1ccc2cc(CN(CC3CCCO3)S(=O)(=O)c3ccccc3)c3nnnn3c2c1 (stereo unspecified)	-3	-2	-9	i	i	i	i	i	0.3	-31	i
CCOCN(C(=O)Cn1c(COC)nc2ccccc21)c1c(C)cccc1CC	-2	-11	7	i	i	i	i	i	0.1	-32	i
Fc1ccccc1NC(=S)NNc1ncc(C(F)(F)F)cc1Cl	2	-6	12	i	i	i	i	i	-8.5	-2	i
O=C(O)c1cc2c(s1)-c1ccccc1OC2	-4	-11	19	i	i	i	i	i	-0.1	-21	i
Cn1nnc(NC(=S)NC(=O)c2cccc3c(Br)cccc23)n1	3	-9	-15	i	i	i	i	i	0.1	0	i
CC(=O)OC(CC(=O)O)C[N+](C)(C)C (stereo unspecified)	-8	-4	68*	i	i	i	i	i	0.0	-6	i
NS(=O)(=O)c1cccc(NC(=O)Cn2cnc3ccccc3c2=O)c1	-1	-15	3	i	i	i	i	i	-0.1	8	i
Cc1ccc(OCc2nnc(SCC(=O)O)n2-c2ccccc2)cc1	nt	6	-4	i	i	i	i	i	0.1	nt	i
COc1ccc(-c2nc(-c3ccccc3)nc(N3CCN(C)CC3)c2C#N)cc1	4	13	36	i	i	i	i	i	1.9	-31	i
COc1ccccc1C(CNC(=O)C(C)(C)Oc1ccc(Cl)cc1)N1CCCC1 (stereo unspecified)	nt	-10	15	-5.7*	i	i	i	i	0.0	nt	i
Cc1ccc(C2(C)NC(=O)N(CC(=O)N(Cc3ccccc3)C(C)(C)C)C2=O)cc1 (stereo unspecified)	-6	0	33	i	i	i	i	i	0.3	1	i
Cc1nn(C)c(C(=O)N/N=C/c2ccc(C(F)(F)F)cc2)c1[N+](=O)[O-]	-3	3	3	-5.8*	i	i	i	i	-0.4	-4	i
COc1cc([N+](=O)[O-])ccc1-c1ccc(/C=N\n2cnnc2)o1	13	1	-15	-9.3*	i	i	i	i	-0.3	-26	i
Cc1nc(OCc2ccccc2)c2ccccc2n1	1	5	17	i	i	i	i	i	0.4	-24	i
C/C(=C\c1ccco1)C1C(C#N)=C(N)Oc2n[nH]c(-c3ccccc3)c21 (stereo unspecified)	2	-20	-12	i	i	i	i	i	0.1	-18	i
C#CCNC(=O)C1=C[C@H](c2ccc3c(c2)OCO3)[C@@H](CCCO)[C@H](OCC)O1	-1	1	1	i	i	i	i	i	-1.0	-9	i
CCOC(=O)CNC(=O)CSc1nnc(Cn2cnc3ccccc32)n1C	4	0	-1	i	i	i	i	i	12*	-11	i
C[C@@H]1CC2[C@@H]3CC[C@H]4CC(=O)CC[C@]4(C)C3=CC[C@]2(C)[C@@]1(O)C(=O)CO (stereo partly specified)	-5	9	-1	i	i	i	i	i	-0.3	-13	i
CCOc1ccc(NC(=O)c2cccs2)c([N+](=O)[O-])c1	5	2	-219	i	i	i	i	i	2.0	-100	i
Cc1ccc(C)c(CSc2ncccc2C(=O)O)c1	-1	1	-10	i	i	i	i	i	1.0	-3	i
O=C(CSc1nnc(COc2ccccc2)o1)N1CCOCC1	1	15	-10	i	i	i	i	i	-0.5	-3	i
CCC(=O)C1CCCN(C(=O)c2ccc(OC3CCN(C(=O)CCOC)CC3)cc2)C1 (stereo unspecified)	1	-4	12	i	i	i	i	i	-0.5	-17	i
C/C(=N\Nc1ccc(C(F)(F)F)cn1)c1ccc(S(=O)(=O)NCc2ccco2)cc1	3	-11	-21	i	i	i	i	i	-0.4	-27	i
Cc1c(C)n(CC(O)CN2C(=O)c3ccccc3S2(=O)=O)c2ccccc12 (stereo unspecified)	0	9	2	i	i	i	i	i	0.5	-12	i
Cc1ccn2c(CNCCCn3cccn3)c(C(=O)N3CCCCCC3)nc2c1	-1	-2	14	i	i	i	-7*	i	-0.2	-47	i
COC(=O)C1=NN(c2ccc(C)cc2)C2C(=O)N(c3ccccc3OC)C(=O)C12 (stereo unspecified)	0	-5	8	i	i	i	i	i	-0.7	-11	i
CC(C)OCC(O)CN1CCN(CC(O)COc2ccc3c(c2)OCO3)CC1 (stereo unspecified)	0	4	14	i	i	i	i	i	0.3	7	i
COC(=O)CN1C(=S)N(Cc2ccccc2)C(=O)C1CC(=O)Nc1ccc(Br)cc1 (stereo unspecified)	0	42	0	i	i	i	i	i	-0.7	-13	i
Cc1ccc(OCc2nc(C#N)c(N3CCCCC3)o2)cc1	5	-3	4	i	i	i	i	i	1.1	13	i
Cc1ccc(N(CC(=O)Nc2c(C)cccc2C)S(C)(=O)=O)cc1	0	-4	-9	i	i	i	i	i	0.9	-22	i
O=[N+]([O-])CC(c1ccccc1)c1c[nH]c2ccccc12 (stereo unspecified)	nt	10	13	i	i	i	i	i	0.9	nt	i
NC(=O)c1c(N)sc2c1CCCCC2	2	-1	-9	i	i	i	i	i	-0.7	11	i
CN(C(=O)c1cc2n(n1)C(C(F)(F)F)CC(c1ccco1)N2)c1ccccc1 (stereo unspecified)	3	-11	8	i	i	i	i	i	0.2	-2	i
CC(C)=CC(=O)NCCc1ccccc1	0	4	-64	i	i	i	i	i	0.6	-198	i
COc1cc(NS(=O)(=O)c2ccc(NC(=O)/C=C/C(=O)O)cc2)nc(OC)n1	-4	1	-20	i	i	i	i	i	-18	-35	i
O=C(CN(Cc1cccs1)C(=O)CSc1nnc(COc2ccccc2)o1)NC1CCCC1	-3	9	11	i	i	i	i	i	-0.1	-3	i
CCc1ccc(-c2cc3c(=O)n(CC(=O)NCCCN4CCN(Cc5ccccc5)CC4)nc(C)n3n2)cc1	6	-11	-8	i	i	i	i	i	0.9	-47	i
CN1/C(=C\C(=O)COC(=O)c2ccccc2O)C(C)(C)c2ccccc21	2	8	-8	i	i	i	i	i	0.0	1	i
COc1ccc(S(=O)(=O)c2nnn(-c3ccccc3Cl)c2N)cc1	-6	-6	-10	i	i	i	i	i	-0.2	-16	i
COc1cccc(CN2C(=O)Nc3ccccc3C(=O)N2C(C)(C)C)c1	4	-3	-1	i	i	i	i	i	0.5	-4	i
CN(C(=O)CSc1nc(-c2ccccc2)cn1N)C(c1ccccc1)c1ccccc1	-1	3	-5	i	i	i	i	i	0.4	2	i
O=C(NCc1ccco1)c1nn2c(C(F)(F)F)cc(-c3cccs3)nc2c1Br	-7	1	12	i	i	i	i	i	-0.1	-10	i
CC(=O)Nc1ccc(S(=O)(=O)NCCOc2ccc(Cl)cc2C)cc1	3	-7	-11	i	i	i	i	i	0.5	-40	i
CC(C)N(C)Cc1nnnn1CC(=O)NCCc1cccc(C(F)(F)F)c1	6	-2	3	i	i	i	i	i	-0.2	1	i
O=C(NCCn1cc(SCc2ccccc2)c2ccccc21)c1c(F)cccc1F	-6	12	8	i	i	i	i	i	1.0	-8	i
O=C(CNS(=O)(=O)c1c(Cl)cccc1Cl)OCC(=O)N1CCN(c2ccccc2)CC1	-6	-8	18	i	i	i	i	i	-0.4	-14	i
Cc1ccn2c(=O)nc(SCC(=O)c3ccc(Cl)cc3)nc2c1	nt	-2	-26	i	i	i	i	i	0.6	nt	i
CCN(CC(=O)Nc1ccccc1OC)CC(=O)Nc1ccccc1-c1ccccc1	24*	nt	nt	i	i	i	i	i	nt	17	i
